Compound activity deposited in PubChem by National Center for Advancing Translational Sciences (NCATS).
L3MBTL1 inh: blocks human L3MBTL1. Q9Y468. Potency, µM (top dose mostly 57.1 µM), without a hit: top-dose activity, negative = inhibition, hits mostly inhibitors. AlphaScreen L3MBTL1–H3K9me1 peptide binding. 230,000 compounds, 0.66% hits. AID 485360; active = well fitted inhibition curve with a large enough effect; inconclusive = small, poorly fitted or top-dose-only effect; inactive = no such curve, though single readings can be large or run the other way; note: nearly all actives have a fitted effect of over 60% in size
Target sequence (Q9Y468 whole entry, looked up): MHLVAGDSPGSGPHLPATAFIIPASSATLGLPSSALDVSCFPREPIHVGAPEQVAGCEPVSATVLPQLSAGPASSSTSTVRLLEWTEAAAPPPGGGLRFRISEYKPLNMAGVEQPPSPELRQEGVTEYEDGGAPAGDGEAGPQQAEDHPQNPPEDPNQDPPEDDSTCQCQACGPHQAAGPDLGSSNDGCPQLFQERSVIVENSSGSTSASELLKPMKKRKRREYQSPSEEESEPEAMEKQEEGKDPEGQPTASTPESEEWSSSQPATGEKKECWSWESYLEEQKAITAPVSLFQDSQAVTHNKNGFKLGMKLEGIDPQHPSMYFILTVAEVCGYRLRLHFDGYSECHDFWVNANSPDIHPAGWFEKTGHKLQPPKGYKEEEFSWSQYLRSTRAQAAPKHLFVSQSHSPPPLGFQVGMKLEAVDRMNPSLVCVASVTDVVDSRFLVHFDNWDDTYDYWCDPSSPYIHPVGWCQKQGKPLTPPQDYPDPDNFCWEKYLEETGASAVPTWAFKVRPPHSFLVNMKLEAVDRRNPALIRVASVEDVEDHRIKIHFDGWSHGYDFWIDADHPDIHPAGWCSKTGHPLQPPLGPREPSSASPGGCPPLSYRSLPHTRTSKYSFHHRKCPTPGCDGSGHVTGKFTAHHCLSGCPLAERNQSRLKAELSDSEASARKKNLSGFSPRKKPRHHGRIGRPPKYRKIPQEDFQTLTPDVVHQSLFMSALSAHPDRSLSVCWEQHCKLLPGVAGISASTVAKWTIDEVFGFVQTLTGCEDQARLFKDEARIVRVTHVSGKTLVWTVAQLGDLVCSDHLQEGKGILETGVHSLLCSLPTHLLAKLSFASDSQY
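L3MBTL1 50 nM + b-AHA-H3(1-15)K9me1 75 nM, 30 min RT; compound added, 30 min RT; streptavidin donor/Ni-chelate acceptor beads 10 ug/mL each final, 30 min RT dark; AlphaScreen read.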
* marks the source's active call; other numbers are inactive results; ? = inconclusive; & = joins results of further samples; [ ] = remark or other dose. % is set by controls: 0 for no effect and ±100 for the full control effect; potency is the fitted concentration of half-maximal effect.

SMILES | L3MBTL1 inh
CC1CCN(S(=O)(=O)c2ccc(C(=O)N(C)C3CCS(=O)(=O)C3)cc2)CC1 (stereo not drawn) | 7%
CSCCC(=O)N1CCCC(CO)(CCCc2ccccc2)C1 (stereo not drawn) | -8%
CCOC(=O)C1CCN(CC(=O)Nc2cc(S(=O)(=O)N3CCCCC3)ccc2Cl)CC1 | -6%
Cc1noc(C)c1S(=O)(=O)N(C)C[C@H]1Oc2c(cccc2N(C)C)C(=O)N([C@H](C)CO)C[C@@H]1C | -3%
Cc1cc2c(s1)c1cnn(-c3ccccc3)c(=O)c1n2C | 4%&-1%
O=C(COc1cc(Cl)ccc1Cl)Nc1ccc2[nH]c(=O)[nH]c2c1 | -1%
Cc1ccc(S(=O)(=O)N2CCN(C(=O)c3ccccc3-c3nc4ccccc4s3)CC2)c(C)c1 | 1%
CN(CC(=O)NCC(c1ccccc1)N1CCCC1)S(=O)(=O)c1ccc(Cl)cc1 (stereo not drawn) | -2%
CCOCc1c(C(=O)N2CCN(Cc3ccc(Br)s3)CC2)oc2ccccc12 | -6%
COc1cccc(-c2nn(-c3ccc(C)cc3)cc2C(=O)N2CCN(C3CCS(=O)(=O)C3)CC2)c1 (stereo not drawn) | 3%
O=C(NCCOc1ccccc1Cl)c1cccc2c1C(=O)c1ccc(Cl)cc1S2(=O)=O | 0%
CCOc1cc(C(=O)CCC(=O)OCC(=O)Nc2ccc(F)cc2)ccc1O | -1%
COc1ccc2cc(C3=CCCCC3)ncc2c1 | 10%
COc1cccc(N2CCN(c3nc(-c4ccccc4C)cc(=O)[nH]3)CC2)c1 | -10%
COCCn1ccc2c(OCC(=O)NCCc3ccc(OC)c(OC)c3)cccc2c1=O | 1%
NC(=O)C1CCN(C(=O)CNC(=O)c2ccc(Br)o2)CC1 | 4%
COc1cccc(CNC(=O)Cn2cc([N+](=O)[O-])cn2)c1 | 3%
N#Cc1ccccc1S(=O)(=O)N1CCN(C(=O)C2CCC2)CC1 | 11%
O=C(O)CCC(=O)Nc1cccc(-c2nnc(-c3ccccc3)o2)c1 | -1%
O=C(COC(=O)CNS(=O)(=O)c1ccc(Br)cc1Cl)NC1CC1 | 4%
Cc1nc2ccc(C(=O)Nc3ccccc3Cl)cc2s1 | 3%
O=C(c1ccccc1F)N1CCN(Cc2ccc3c(c2)OCO3)CC1 | -2%[2.29 µM]
COc1ccc(Cl)cc1C(=O)OCC(=O)NC1CCCC(C)C1C (stereo not drawn) | 14%
O=C1CC2(CCN(C(=O)c3ccc(F)cc3)CC2)Oc2ccccc21 | -4%
Cc1nn(CSc2c(F)c(F)c(F)c(F)c2F)c(C)c1[N+](=O)[O-] | 7%
CN1C(=O)C(=O)/C(=C(/O)c2ccccc2)C1c1ccc(Br)cc1 (stereo not drawn) | 1%
CCOC(=O)c1ccc(P(=O)(c2ccccc2)c2ccccc2)cc1 | 1%[2.29 µM]
CN(CC(=O)Nc1cccc(F)c1)C(=O)c1ccc2c(c1)S(=O)(=O)N=C1CCCCCN12 | -13%
CC(OC(=O)CCCN=C1NS(=O)(=O)c2ccccc21)C(=O)c1ccccc1 (stereo not drawn) | 1%
c1ccc(NC2=NCCN2CC2CCCCC2)cc1 | 3%

Structural class, the compounds so far with fluorine
SMILES | L3MBTL1 inh
CCOc1cc(C(=O)CCC(=O)OCC(=O)Nc2ccc(F)cc2)ccc1O | -1%
O=C(c1ccccc1F)N1CCN(Cc2ccc3c(c2)OCO3)CC1 | -2%[2.29 µM]
O=C1CC2(CCN(C(=O)c3ccc(F)cc3)CC2)Oc2ccccc21 | -4%
Cc1nn(CSc2c(F)c(F)c(F)c(F)c2F)c(C)c1[N+](=O)[O-] | 7%
CN(CC(=O)Nc1cccc(F)c1)C(=O)c1ccc2c(c1)S(=O)(=O)N=C1CCCCCN12 | -13%

Additional entries follow.
SMILES | L3MBTL1 inh
COc1cc(CNc2nc3ccccc3s2)cc(OC)c1OC | 3%
COc1ccc(NC(=O)CN(C)C(=O)c2ccc3[nH]c4c(c3c2)CC(C)CC4)cc1 (stereo not drawn) | -27%
Cc1cc(C)cc(N(CCC#N)C(=O)COC(=O)CCc2c[nH]c3ccccc23)c1 | -9%
Cc1nc(NS(=O)(=O)c2cccc([N+](=O)[O-])c2)sc1C(C)(C)C | -5%
COc1ccc(NC(=O)CN(C)C(=O)c2c(C)nn(-c3ccccc3)c2Cl)cc1 | 3%
CC(=O)Nc1ccc(S(=O)(=O)N(C)C2CCN(C)CC2)cc1 | ?
O=C1CCN(Cc2ccccc2)CCN1[C@H](COc1ccccc1)Cc1ccccc1 | ?
CCCOc1c(Br)cc(C(=O)OCC(=O)NC(=O)c2cccn2C)cc1OC | 4%
COc1ccc(C(CNC(=O)c2cccc(S(=O)(=O)N3CCOCC3)c2)N2CCCC2)cc1 (stereo not drawn) | -2%
COc1ccc(C2=NS(=O)(=O)N(C)C(C(=O)Nc3ccc(F)cc3F)=C2)cc1 | -4%
O=C(CCNS(=O)(=O)c1ccc(Br)cc1)NNC(=O)C1COc2ccccc2O1 (stereo not drawn) | -5%
Cc1ccc(NC(=O)CCCc2nc3ccccc3c(=O)[nH]2)c(Cl)c1 | 5%
O=C(CSc1nnnn1-c1ccccc1)NCCCN1CCCC1=O | 5%
COc1ccc(N2CCN(C(=O)Cc3ccc(OC)c(OC)c3)CC2)cc1 | -23%
O=C(NCCCN1CCOCC1)c1cc(-c2ccccc2)nc2ccccc12 | 5%
O=C(COC(=O)CC1CCCC1)Nc1ccccc1[N+](=O)[O-] | -16%
COc1ccc(C(CNC(=O)c2ccc(Br)o2)N2CCN(C)CC2)cc1 (stereo not drawn) | 2%
CC1CCCCN1CC(=O)Nc1ccc2c(c1)OCO2 (stereo not drawn) | 2%
O=c1[nH]c(/C=C\c2ccc(O)c(O)c2)nc(O)c1[N+](=O)[O-] | ?
CSCCC(NC(=O)c1ccccc1Br)C(=O)NCC(C)(C)N1CCOCC1 (stereo not drawn) | -3%
COc1ccc2c(c1)CN(C)S(=O)(=O)c1ccccc1-2 | 2%
CN(C)C(CNC(=O)CCNC(=O)c1ccc(Cl)cc1)c1ccco1 (stereo not drawn) | -2%
N#Cc1ccc(C#Cc2ccc3oc4ccccc4c(=O)c3c2)cc1 | -4%
CC1O[C@@H](O[C@H](C)CC/C=C/C(=O)O)C(O)C[C@H]1O (stereo partly drawn) | 6%
CC(CCN1CCN(CCO)CC1)c1ccccc1 (stereo not drawn) | 3%
CCC(C)Sc1ccc([C@H]2N[C@@](Cc3ccccc3)(C(=O)OC)[C@H]3C(=O)N(CC)C(=O)[C@@H]23)cc1 (stereo partly drawn) | 4%
CCCn1c(C(O)c2cccc(OC)c2)nc2ccccc21 (stereo not drawn) | -6%
C[C@H](CO)N1C[C@H](C)[C@@H](CN(C)C)Oc2c(NS(=O)(=O)c3ccc(F)cc3)cccc2C1=O | 4%
Cc1ccc(NC(=O)O/N=C/c2ccc(F)cc2)cc1 | 0%
O=C1CC(NS(=O)(=O)c2ccc([N+](=O)[O-])cc2)CN1c1ccc(Cl)cc1 (stereo not drawn) | -2%
CC(=O)Nc1ccc(NC(=O)COC(=O)c2c(-c3ccccc3)noc2C)cc1 | -5%
O=C(/C=C/c1c(F)cccc1Cl)Nc1cccnc1 | -4%
CC1(C)Oc2ccc3ccc(=O)oc3c2[C@H](O)[C@H]1O | 29%
CC1CCCCN1C(=O)COC(=O)c1cccc(NS(=O)(=O)c2ccccc2)c1 (stereo not drawn) | 20%
O=C(COC(=O)COc1ccccc1)NCCC1=CCCCC1 | 0%
CC(=O)Nc1ccc(C(=O)COC(=O)c2ccco2)c(F)c1 | 4%
O=C(CCN1CCN(Cc2ccccc2)CC1)NNC(=O)c1cc2ccccc2o1 | 0%
CC1CCN(C(=O)c2[nH]cnc2C(=O)N(C)Cc2ccccc2)CC1 | 3%
COc1ccccc1OCC(=O)OCc1cc(-c2ccco2)on1 | 5%
O=C(NCC1COc2ccccc2O1)C1CCN(S(=O)(=O)c2ccccc2)CC1 (stereo not drawn) | -4%

3 structures from above, sorted by length of the SMILES, largest number first.
SMILES | L3MBTL1 inh
O=C(CCN1CCN(Cc2ccccc2)CC1)NNC(=O)c1cc2ccccc2o1 | 0%
CC1CCN(C(=O)c2[nH]cnc2C(=O)N(C)Cc2ccccc2)CC1 | 3%
O=C(COC(=O)COc1ccccc1)NCCC1=CCCCC1 | 0%

Next part:
SMILES | L3MBTL1 inh
CC1CCCCN1CCCNc1ccc(C(CC(N)=O)NC(=O)Cc2ccc(Br)cc2)cc1[N+](=O)[O-] (stereo not drawn) | 3%
CC1CN(S(=O)(=O)c2cccc(C(=O)N(CCc3ccccc3)Cc3ccccc3)c2)CC(C)O1 (stereo not drawn) | -5%
CSc1nc(N)nc2c1ncn2CC(=O)NCc1ccccc1 | 5%
O=c1cc(-c2ccsc2)oc2ccccc12 | 3%
Cc1ccc(NC(=O)CNCc2cccs2)c(Br)c1 | 6%
CSC(C1CCCC1)n1nnc2ccccc21 (stereo not drawn) | 15%
COc1cc2c(cc1OC)CN(C(=O)c1ccc3[nH]c(C)c(C)c3c1)CC2 | -10%
CC(CN1CCCCC1)NC(=O)c1cccs1 (stereo not drawn) | 9%
O=C1CCNCCN1[C@H](CO)Cc1ccccc1 | -4%
CC[C@]12c3[nH]c4cc(-c5ccco5)ccc4c3CCN1C(=O)[C@@H](CC(=O)NCCc1ccccn1)C[C@@H]2C(=O)N1CCN(C(=O)c2ccco2)CC1 | -5%
CCCCn1c(N)c(N(C)C(=O)c2ccc(-n3cccn3)cc2)c(=O)[nH]c1=O | 4%
C[C@H](CO)N1C[C@H](C)[C@@H](CN(C)S(=O)(=O)c2cccs2)Oc2c(NS(=O)(=O)c3cn(C)cn3)cccc2C1=O | 1%
O=C(COc1cccc(C(F)(F)F)c1)NNC(=O)Cc1ccc(S(=O)(=O)N2CCOCC2)s1 | 0%
Clc1ccc(CN2CCN(c3ncccn3)CC2)cc1 | 4%
O=C(NCCOc1ccccc1)c1cccc(S(=O)(=O)NCc2ccccc2)c1 | 3%
Cc1cc(C)c(C)c(S(=O)(=O)N2CCC(C(=O)NCCCN3CCOCC3)CC2)c1C | 1%
Cc1ccc(C(CNS(=O)(=O)c2ccc(Br)cc2)N2CCN(C)CC2)cc1 (stereo not drawn) | 0%
Cc1ccc(C)c(OCC(=O)Nc2c(C)n(C)n(-c3ccccc3)c2=O)c1 | 5%
C#CCOCCOCCOCCNc1nc(N2CCN(C(=O)[C@H](CCCN=C(N)N)n3cc(C(N)[C@@H](C)CC)nn3)CC2)nc(N2CCN(C(=O)[C@H](CCCCN)n3cc([C@@H](N)CC(N)=O)nn3)CC2)n1 (stereo partly drawn) | 4%
C[C@H](CO)N1C[C@H](C)[C@@H](CN(C)C(=O)NC2CCCCC2)Oc2ccc(NC(=O)CCC(F)(F)F)cc2C1=O | 11%

A few values from the list:
`COc1cccc(-c2nn(-c3ccc(C)cc3)cc2C(=O)N2CCN(C3CCS(=O)(=O)C3)CC2)c1` (stereo not drawn) – L3MBTL1 inh: 3%
`O=c1cc(-c2ccsc2)oc2ccccc12` – L3MBTL1 inh: 3%
`O=C1CC2(CCN(C(=O)c3ccc(F)cc3)CC2)Oc2ccccc21` – L3MBTL1 inh: -4%

The list goes on:
SMILES | L3MBTL1 inh
CNC[C@H](CC1CCCCC1)NC[C@H](Cc1ccccc1)NCCC12CC3CC(CC(C3)C1)C2 | -1%
COc1ccc(C(=O)NC(CC(C)C)C(=O)O)cc1 (stereo not drawn) | 8%
CCOc1ccc(C(=O)NC(C(=O)NCC(c2cccs2)N(C)C)C(C)C)cc1 (stereo not drawn) | -1%
O=C(CCC(=O)N1CCSc2ccccc21)Nc1ccc(F)cc1 | -5%
C=CC[C@@H](CC(=O)N(CCO)Cc1ccccc1)C(=O)N[C@H](COC(=O)[C@@H](CC=C)Cc1ccc(F)cc1)c1ccccc1 | 2%
CC(C)C[C@@H](CO)N1CCN(CC(C)C)CCC1=O | 7%
COc1ccc(COC(=O)C2CCN(S(=O)(=O)c3ccc(C)cc3)CC2)cc1 | 30%
COCCN(C(=O)COC(=O)/C=C/c1ccc(OC)c(OC)c1)c1c(N)n(Cc2ccccc2)c(=O)[nH]c1=O | 10%
CCN1CCN(CC(=O)Nc2nc3ccccc3s2)CC1 | 1%
CCn1c(CCc2ccccc2)nc2ccccc21 | 8%
CCN(C[C@H]1N[C@@](Cc2ccccc2)(C(=O)OC)[C@H]2C(=O)N(C)C(=O)[C@@H]12)C(=O)Nc1ccc(F)cc1 | -1%
COc1cc2oc(=O)ccc2cc1[C@H](O)[C@@H](O)C(C)(C)O | -2%
COc1ccc(OCCCC(=O)ON=C(N)c2ccccc2Cl)cc1 | 43%[activator]
Cc1cc(C(=O)COc2ccc(Br)cc2F)c(C)n1C1CC1 | 0%
Oc1ccc(Cl)cc1CNc1ccccn1 | 0%
CN(C(=O)c1cncc(Br)c1)C1C2CC3CC(C2)CC1C3 (stereo not drawn) | 38%[activator]
CC(C)C1C(=O)CC(c2ccccc2)NC1c1ccccc1 (stereo not drawn) | 21%
COc1ccc(CNC(=O)COC(=O)c2cc(C)nc3ccccc23)cc1 | 1%
CC(C)C(NC(=O)c1ccccc1NC(=O)C(C)(C)C)C(=O)N1CCOCC1 (stereo not drawn) | 3%
Cc1ccc(Cl)c(NC(=O)COC(=O)c2nn(-c3ccccc3)cc2O)c1Cl | 0%

Compounds listed so far with an aryl thioether with sulfur outside any ring, in the order listed:
SMILES | L3MBTL1 inh
Cc1nn(CSc2c(F)c(F)c(F)c(F)c2F)c(C)c1[N+](=O)[O-] | 7%
O=C(CSc1nnnn1-c1ccccc1)NCCCN1CCCC1=O | 5%
CCC(C)Sc1ccc([C@H]2N[C@@](Cc3ccccc3)(C(=O)OC)[C@H]3C(=O)N(CC)C(=O)[C@@H]23)cc1 (stereo partly drawn) | 4%
CSc1nc(N)nc2c1ncn2CC(=O)NCc1ccccc1 | 5%

Not all compounds are listed (hit frequency here may not be typical).
